Source: PubChem (several laboratories)
PMI inhibition: human PMI inhibitors, high substrate, primary screen, biochemical, fluorescence intensity, high mannose 6-phosphate (AID 1220); 190,000 tested, 0.66% active; one-dose inhibition, % at 20 µM; IC50 in µM for titrated hits; recombinant PMI enzyme, coupled fluorescence intensity; higher % means a stronger effect; in the data active means inhibition above about 50%
ER stress rescue: protection against thapsigargin-triggered cell killing – 384-well, CSM14.1, ATP luminescence, primary screen (AID 1222); CSM14.1 thapsigargin-induced death rescue, ATP luminescence; higher % means a stronger effect; cellular ATP content (survival), % at 20 µM; hits with a dose series show EC50 in µM; 190,000 tested, under 10 active;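 active means EC50 below 50 µM in the dose-response confirmation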;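 further: death triggered by thapsigargin at about 15 µM added after 2 h compound pretreatment; cell ATP read after overnight thapsigargin exposure of roughly 18 to 22 hours; normalized against plate controls of thapsigargin alone and 5% DMSO vehicle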
Siah-1 displacement: Siah-1 peptide-binding antagonists, primary screen, biochemical, fluorescence polarization, rhodamine-plectin, uHTS (AID 1817); Siah-1 / rhodamine-plectin peptide fluorescence polarization; higher % means a stronger effect; displacement, % at 20 µM, or IC50 in µM where a hit was titrated; 290,000 tested, 0.02% active;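 active means displacement of at least 50% at 20 µM, with a fluorescence ratio check between 0.3 and a set limit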;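 further: plate controls were Siah plus tracer with DMSO for no effect and tracer alone without Siah for full effect; strong numbers were not always called active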
Salmonella PhoP GFP: inhibitors of PhoP regulon expression, primary screen, Salmonella Typhimurium, GFP reporter (AID 1863) | S. Typhimurium PhoP-regulated promoter GFP reporter, 4 h; higher % means a stronger effect | inhibition, % at 50 µM; hits with a dose series show IC50 in µM | 300,000 tested, 0.16% active;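 active means inhibition over 29.93%, a cutoff 3 SD above the screen mean, later confirmed by dose response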;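 further: 0% = low Mg2+ inducing control and 100% = high Mg2+ repressing control; strong numbers were not always called active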
XIAP displacement: small molecules displacing peptide from XIAP – biochemical, IAP family, fluorescence polarization (AID 1018); XIAP BIR domain, fluorescence polarization peptide displacement; higher % means a stronger effect; displacement, % at 20 µM; hits with a dose series show IC50 in µM; 200,000 tested, 0.007% active; in the data active means displacement above about 50%; further: a part of the inactive calls stands beside numbers as strong as those of hits
P. falciparum M1AAP: malaria alanyl aminopeptidase activity blockers – biochemical, fluorogenic H-Leu-NHMec substrate, 1536-well (AID 1445). 220,000 tested, 0.42% active. inhibition, % at 30 µM; hits with a dose series show IC50 in µM. recombinant M1AAP, H-Leu-NHMec fluorogenic kinetic assay; higher % means a stronger effect;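 active means primary inhibition above the hit cutoff, then over 50% inhibition at one or more dose response concentrations, cut at about 23% in these data, passing the limit was not always enough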;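 further: plate controls were DMSO full reaction for no effect and no enzyme background for full effect; strong numbers were not always called active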
M17LAP inhibition: P. falciparum M17LAP inhibitors, primary screen, biochemical, fluorogenic H-Leu-NHMec substrate, 1536-well (AID 1619). recombinant M17LAP, H-Leu-NHMec fluorogenic kinetic assay; higher % means a stronger effect. inhibition, % at 30 µM; hits with a dose series show IC50 in µM. 220,000 tested, 0.38% active;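 active means compound inhibiting the enzyme by more than half at any dose during confirmatory dose-response retesting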;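 further: plate controls were full reaction with DMSO carrier for no effect and no enzyme background for full effect; strong numbers were not always called active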
West Nile antiviral: West Nile virus antiviral activity, cell-based, CPE readout (AID 1621) | CPE inhibition, % at 10 µM; hits with a dose series show IC50 in µM | West Nile virus-infected cells, CPE inhibition; higher % means a stronger effect | 290,000 tested, 0.02% active; in the data active means a potency from the dose series; further: strong numbers were not always called active
Yfh1-off respiration: mitochondrial function rescue without frataxin homolog – Friedreich's ataxia, plus single-dose screen, dose response (AID 1465) | S. cerevisiae Yfh1-off respiration, WST-1 reduction, 72 h; higher fold induction means a stronger effect | one-dose fold induction at 50 µM; EC50 in µM for titrated hits | 220,000 tested, 0.074% active;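 active means fold induction of absorbance versus untreated yeast above a set limit, then at least 30% activation at any dose in follow-up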;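 further: activators that raise dye reduction in frataxin-depleted yeast; strong numbers were not always called active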
* = called active by the depositor; i = inactive; / = no result given.

SMILES,PMI inhibition,ER stress rescue,Siah-1 displacement,Salmonella PhoP GFP,XIAP displacement,P. falciparum M1AAP,M17LAP inhibition,West Nile antiviral,Yfh1-off respiration
O=C(NCCc1ccc(F)cc1)Nc1ccc2c(c1)OCO2,-4%,1.2%,-2%,-7%,-3.6%,0%,0%,-0.4%,i
Nc1nc(N)nc(-c2ccccc2O)n1,1%,-0.1%,-2%,21%,-3.9%,1%,6%,0.1%,i
Cc1ccc(C2=NN(C(=O)CCC(=O)O)C(c3cccs3)C2)cc1 (stereo unspecified),/,/,1%,-3%,/,-3%,2%,0.1%,i
Cc1nn(C)cc1C(N)=O,9%,-1.4%,2%,-1%,-0.7%,15%,5%,-0.4%,i
O=C1NC(c2cccs2)Nc2ccccc21 (stereo unspecified),-6%,0.0%,-2%,-3%,-2.6%,6%,-14%,0.3%,i
COc1ccc2c(c1)c1nc3ccccc3nc1n2CCn1c(=O)oc2ccccc21,21%,1.9%,6%,-56%,2.2%,1%,-1%,-0.6%,i
CCC(=NCCN1CCNCC1)C1=C(O)CC(C)(C)CC1=O,-7%,-2.9%,3%,6%,-5.8%,0%,0%,0.2%,i
CC(=O)Nc1ccc(N(C)S(C)(=O)=O)cc1,-7%,0.9%,-4%,-14%,-5.0%,-6%,-1%,0.0%,i
CC(C)C(OC(=O)c1cccs1)C(=O)NCc1ccco1 (stereo unspecified),2%,-3.0%,-1%,-15%,-5.8%,4%,7%,-0.3%,i
O=C(COC(=O)CN1C(=O)C2CCCCC2C1=O)NC1CCS(=O)(=O)C1 (stereo unspecified),-2%,-1.3%,3%,9%,-7.4%,1%,-7%,0.2%,i
N#CCCN(Cc1cccs1)C(=O)Nc1ccccc1,/,/,10%,-10%,/,5%,-1%,0.1%,i
CCOC(=O)c1c(-c2cccc([N+](=O)[O-])c2)csc1NC(=O)C1CCCCC1,24%,1.1%,-3%,-6%,-3.3%,-1%,-7%,-0.4%,i
O=C(NCc1ccccc1)c1cc[n+](Cc2ccccc2)cc1,-4%,-0.6%,18%,1%,-4.3%,8%,4%,0.7%,i
COc1ccc(OCc2csc(N)n2)cc1,0%,-2.7%,1%,2%,-6.0%,3%,-8%,-0.1%,i
Cc1nn2c(NC(C)C)c3c(nc2c1-c1ccccc1)CCC3,/,/,2%,-1%,/,1%,-2%,-0.5%,i

Copied from the list:
Siah-1 displacement, O=C(NCCc1ccc(F)cc1)Nc1ccc2c(c1)OCO2 reads -2%
West Nile antiviral, Cc1ccc(C2=NN(C(=O)CCC(=O)O)C(c3cccs3)C2)cc1 (stereo unspecified) reads 0.1%
West Nile antiviral, N#CCCN(Cc1cccs1)C(=O)Nc1ccccc1 reads 0.1%
XIAP displacement, O=C1NC(c2cccs2)Nc2ccccc21 (stereo unspecified) reads -2.6%

Additional results follow.
SMILES,PMI inhibition,ER stress rescue,Siah-1 displacement,Salmonella PhoP GFP,XIAP displacement,P. falciparum M1AAP,M17LAP inhibition,West Nile antiviral,Yfh1-off respiration
CC(C)[n+]1ccn(C2=C([O-])c3ccccc3C(=O)/C2=N\S(=O)(=O)c2ccccc2)c1,/,/,1%,-12%,/,9%,23%,0.3%,i
CCOC(=O)N1CCN(C(=O)CN(c2ccc(Oc3ccccc3)cc2)S(C)(=O)=O)CC1,-3%,-0.8%,-1%,5%,-1.4%,-2%,-7%,-0.9%,i
CC(C)CC(c1nnnn1CCc1ccccc1)N1CCN(C(=O)c2ccco2)CC1 (stereo unspecified),10%,0.1%,4%,-17%,3.9%,7%,-7%,0.2%,i
COCCCNC(=S)NCCNc1nc2cc(C)c(C)cc2cc1C#N,-107%,0.2%,1%,-10%,-21%,6%,-6%,-1.0%,i
CCOC(=O)C(=CNc1ccc(-c2ccco2)c(Cl)c1)C(=O)OCC,/,/,17%,-12%,/,13%,15%,0.0%,i
O=C(NCCCCc1ccccc1)C1CC(c2cc(C(F)(F)F)cc(C(F)(F)F)c2)=NO1 (stereo unspecified),/,/,4%,-7%,/,4%,7%,0.3%,i
Cn1ncc(Br)c1C(=O)NCc1cccs1,2%,1.7%,-3%,3%,-4.9%,-7%,-9%,0.8%,i
COc1ccc(OC)c(NC(=O)Cn2cccc2)c1,-4%,-1.7%,-2%,7%,-4.7%,5%,-10%,-0.2%,i
O=C(COC(=O)CCc1ccccc1)NC(c1ccccc1)c1ccccc1,13%,-0.3%,4%,-8%,-6.1%,-2%,9%,0.1%,i
CC(=O)Nc1ccc(NC(=O)C(C)n2nc(C)c([N+](=O)[O-])c2C)cc1 (stereo unspecified),6%,1.2%,2%,-8%,-5.1%,-2%,-1%,0.0%,i
CCC1CCCCN1C(=O)c1c(-c2ccccc2)noc1C (stereo unspecified),4%,0.9%,-9%,-3%,-1.4%,12%,-7%,0.0%,i
C=CCn1c(=NC(=O)C2COc3ccccc3O2)sc2cc(S(N)(=O)=O)ccc21 (stereo unspecified),6%,-2.3%,8%,-3%,-38%,5%,23%,-0.8%,i
CC1(C)CC(=O)C2=C(C1)Oc1ncn(Cc3ccco3)c(=N)c1C2c1ccccc1 (stereo unspecified),5%,1.0%,0%,7%,0.9%,8%,13%,0.4%,i
CC(C)C(=O)Nc1nnc(Cc2c[nH]c3ccccc23)s1,/,/,10%,1%,/,8%,-4%,-0.1%,i
CC(C)CN(CC(C)C)C(=S)Nc1ccc(Cl)cc1,19%,-0.2%,5%,-7%,-4.3%,0%,3%,-1.1%,i
O=C(c1ccc(COCC(F)(F)F)o1)N1CCCC1,-7%,1.3%,6%,3%,-1.3%,-1%,-1%,0.1%,i
COC(=O)c1ccc(C(=O)OC)c(NC(=S)N2CCN(c3ccccn3)CC2)c1,7%,0.1%,5%,3%,-6.3%,5%,2%,-0.3%,i
CCN(C(=S)NCCOC)c1cccc2ccccc12,2%,-0.3%,0%,3%,-6.2%,5%,0%,0.0%,i
Cc1csc(NC(=O)Cn2cnnn2)n1,-5%,1.0%,-2%,-14%,-4.4%,5%,3%,-0.1%,i
CCOc1ccccc1NC(=O)N1CCCC(c2nc(-c3ccc(C)o3)no2)C1 (stereo unspecified),9%,7.7%,5%,-2%,-6.5%,5%,16%,-0.7%,i
COc1cc(OC)cc(C(=O)N[C@H](C(=O)Nc2nc3c(s2)CCCC3)C(C)C)c1,26%,-1.1%,-4%,-3%,-3.5%,-2%,-5%,-1.8%,i
COC(=O)c1ccc(C23CC4(C2)[C@H](CN(Cc2cccnc2)[C@@H]4c2ccccc2)C3c2ccc(Cl)nc2)cc1 (stereo partly specified),/,/,0%,1%,/,12%,8%,-0.1%,i
O=C(CSc1ncccn1)Nc1ccc2c(c1)CCC2,/,/,5%,-7%,/,5%,-3%,0.3%,i
Cc1c(CNC(=O)c2c([N+](=O)[O-])cnn2C)cnn1C,10%,/,-6%,3%,-6.0%,5%,-4%,0.1%,i
Cc1cccc(C)c1NC(=S)NCCc1ccc(O)c(O)c1,25%,2.6%,-5%,1%,-4.2%,6%,2%,-0.3%,i
COC(=O)c1ccc(NC(=O)C(=O)NCC2CCCO2)cc1 (stereo unspecified),-8%,-1.7%,0%,-6%,-1.3%,2%,-8%,-0.9%,i
Nc1n[nH]c(C2CCCCC2)n1,10%,2.0%,0%,9%,-6.1%,-3%,-2%,-0.1%,i
O=C(NCc1n[nH]c(=S)n1-c1ccc([N+](=O)[O-])cc1)c1ccc(S(=O)(=O)N2CCOCC2)cc1,-2%,4.1%,10%,10%,-1.8%,4%,-5%,-0.2%,i
CC(=O)c1cccc(NC(=O)N2CCCC2C(=O)Nc2cc(C)ccc2C)c1 (stereo unspecified),1%,-3.9%,1%,0%,-3.5%,-1%,0%,0.2%,i
CN1CCN(C(=O)CSc2ccc(Cl)cc2)CC1,/,-0.6%,0%,-3%,-1.2%,4%,-19%,0.1%,i
CCN(CC)S(=O)(=O)c1ccc(Oc2ccccc2)c(N)c1,-4%,-1.3%,8%,-6%,-1.8%,5%,2%,-1.5%,i
CCCNC(=O)CNC(=S)N(Cc1ccccc1F)C1CCCCC1,-6%,/,-11%,7%,-15%,-1%,18%,-1.0%,i
O=C(c1ccco1)N1CCN(C(c2ccccc2)c2nnnn2Cc2cccs2)CC1 (stereo unspecified),-2%,0.6%,2%,-1%,-3.9%,4%,-14%,0.3%,i
Cc1[nH]c2ccccc2c1C(=O)CSCC(=O)O,-11%,1.4%,3%,-20%,-3.8%,8%,16%,0.6%,i
Cc1ccc(S(=O)(=O)N2CCCC(CCC(=O)NCc3ccccc3F)C2)s1 (stereo unspecified),-24%,0.0%,1%,-6%,-6.0%,9%,-11%,-1.5%,i
CNc1ncc(C(=O)c2ccc(Br)cc2)s1,2%,-0.6%,0%,-3%,-1.0%,5%,1%,-0.8%,i
CCOC(=O)NC(CC(=O)O)c1ccc(OC)c(OC)c1 (stereo unspecified),4%,-0.4%,-5%,1%,-8.9%,-2%,0%,-0.1%,i
O=C(CSc1nc2ccccc2s1)N/N=C/c1ccco1,18%,-3.6%,-3%,-7%,-8.2%,10%,-1%,0.1%,i
O=Cc1cn(-c2ccccc2)nc1-c1ccncc1,-6%,4.0%,-2%,-2%,-1.9%,8%,-7%,0.2%,i

3 compounds from above, limited to PMI inhibition and M17LAP inhibition:
SMILES | PMI inhibition | M17LAP inhibition
Nc1n[nH]c(C2CCCCC2)n1 | 10% | -2%
COC(=O)c1ccc(C(=O)OC)c(NC(=S)N2CCN(c3ccccn3)CC2)c1 | 7% | 2%
O=C(COC(=O)CCc1ccccc1)NC(c1ccccc1)c1ccccc1 | 13% | 9%

Reformatted as labelled records: part of the list above.
Compound: CNc1ncc(C(=O)c2ccc(Br)cc2)s1
  PMI inhibition: 2%; ER stress rescue: -0.6%; Siah-1 displacement: 0%; Salmonella PhoP GFP: -3%; XIAP displacement: -1.0%; P. falciparum M1AAP: 5%; M17LAP inhibition: 1%; West Nile antiviral: -0.8%; Yfh1-off respiration: i
Compound: CCOC(=O)NC(CC(=O)O)c1ccc(OC)c(OC)c1 (stereo unspecified)
  PMI inhibition: 4%; ER stress rescue: -0.4%; Siah-1 displacement: -5%; Salmonella PhoP GFP: 1%; XIAP displacement: -8.9%; P. falciparum M1AAP: -2%; M17LAP inhibition: 0%; West Nile antiviral: -0.1%; Yfh1-off respiration: i
